LYPLA2 inh – LYPLA2 (human) inhibition in PME1 counter-screen; inhibition, % at 5.9 µM; actives 0.38% (n = 320,000); recombinant LYPLA2, FP-Rh probe fluorescence polarization;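 active = inhibition above the screen-wide mean plus 3 SD, limit set per campaign, cut at about 26% in these data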;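 note: 0% = LYPLA2 with DMSO and 100% = wells lacking LYPLA2 enzyme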
Target sequence (O95372 whole entry, looked up): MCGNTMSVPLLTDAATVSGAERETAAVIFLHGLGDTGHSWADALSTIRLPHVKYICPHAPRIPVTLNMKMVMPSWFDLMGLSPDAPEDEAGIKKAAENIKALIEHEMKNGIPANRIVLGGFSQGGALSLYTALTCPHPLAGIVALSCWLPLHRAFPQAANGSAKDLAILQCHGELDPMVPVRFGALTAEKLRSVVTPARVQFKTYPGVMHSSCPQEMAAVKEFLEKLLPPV
PAD4 FP inh – inhibitors of human PAD4. recombinant PAD4, RCA probe fluorescence polarization. inhibition, % at 6.36 µM. actives 0.41% (n = 330,000). AID 485272;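 active = percent inhibition above a cutoff equal to the mean of all tested compounds plus 3 SD, cut at about 15% in these data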;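 note: 0% = PAD4 with RCA probe and DMSO and 100% = probe without PAD4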
pPAFAH FP inh – inhibitors of human plasma PAF acetylhydrolase (pPAFAH); recombinant pPAFAH, FP-rhodamine probe fluorescence polarization; inhibition, % at 3.39 µM; actives 1.5% (n = 330,000); AID 463082;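 active = inhibition above the mean inhibition across the screen plus 3 SD, cut at about 25% in these data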;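 note: inhibitors block binding of the rhodamine activity-based probe so polarization drops; 0% = enzyme with DMSO and 100% = wells lacking pPAFAH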
PAFAH1B3 inh – blocks human PAF acetylhydrolase 1B catalytic subunit 3. inhibition, % at 3.39 µM. recombinant PAFAH1B3, FP-rhodamine probe, fluorescence polarization. actives 0.28% (n = 340,000);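 active = inhibition above the screen-wide average of all tested compounds plus 3 SD, cut at about 25% in these data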;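 note: 0% = enzyme with DMSO only and 100% = wells lacking PAFAH1B3 protein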
PME-1 primary – blocks human protein phosphatase methylesterase 1; Q9Y570; recombinant PME-1, FP-Rh probe fluorescence polarization; inhibition, % at 5.9 µM; actives 0.53% (n = 320,000);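 active = inhibition above the campaign mean of all compounds plus 3 SD, cut at about 26% in these data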;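 note: competitive labeling of PME-1 active site by serine hydrolase directed probe; 0% = PME-1 with DMSO and 100% = wells lacking PME-1 enzyme; inhibitors block probe labeling so polarization falls and inhibition rises; many of its hits are not listed in these tables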
Target sequence (Q9Y570 whole entry, looked up): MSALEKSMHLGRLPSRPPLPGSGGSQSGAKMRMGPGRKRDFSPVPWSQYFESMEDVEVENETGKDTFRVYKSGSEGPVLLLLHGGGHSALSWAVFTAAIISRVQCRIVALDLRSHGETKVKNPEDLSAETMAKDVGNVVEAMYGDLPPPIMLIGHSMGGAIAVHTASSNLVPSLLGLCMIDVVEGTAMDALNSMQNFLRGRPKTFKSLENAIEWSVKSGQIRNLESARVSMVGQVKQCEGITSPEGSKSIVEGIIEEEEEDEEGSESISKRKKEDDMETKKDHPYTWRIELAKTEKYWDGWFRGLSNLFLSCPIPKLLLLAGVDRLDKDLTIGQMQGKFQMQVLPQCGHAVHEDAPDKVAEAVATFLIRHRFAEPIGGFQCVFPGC
PREPL inh – inhibits the human prolyl oligopeptidase-like enzyme | AID 2751 | Q4J6C6 | inhibition, % at 5.96 µM | actives 0.68% (n = 320,000) | recombinant PREPL, fluorescence polarization activity-based probe; in the data active = inhibition above about 43%;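 note: 0% = enzyme with DMSO and 100% = wells lacking enzyme; many of its hits are not listed in these tables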
PAFAH1B2 FP inh – blocks human PAF acetylhydrolase 1b catalytic subunit 2; P68402; recombinant PAFAH1B2, FP-rhodamine activity probe, fluorescence polarization; inhibition, % at 3.39 µM; actives 1.2% (n = 340,000); AID 492953;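 active = inhibition above the mean of all tested compounds plus 3 SD, cut at about 24% in these data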;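 note: 0% = enzyme with DMSO and 100% = wells lacking PAFAH1B2; many of its hits are not listed in these tables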
LYPLA1 inh – counter-screen for PME1 inhibitors: inhibitors of human LYPLA1 | recombinant LYPLA1, FP-Rh probe fluorescence polarization | inhibition, % at 5.9 µM | actives 0.16% (n = 320,000) | AID 2174;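 active = inhibition above the mean of all tested compounds plus 3 SD, set per campaign, cut at about 14% in these data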;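 note: inhibitors block serine hydrolase probe labeling of LYPLA1 so polarization falls; 0% = enzyme with DMSO and 100% = wells lacking LYPLA1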
GSTO1 inh – blocks human GSTO1 in RBBP9 counter-screen; P78417; recombinant GSTO1, activity-based probe fluorescence polarization; inhibition, % at 5.96 µM; actives 1.1% (n = 300,000); AID 1974;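 active = inhibition above the campaign mean inhibition plus 3 SD, cut at about 35% in these data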;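 note: 0% = GSTO1-1 with DMSO and 100% = wells lacking GSTO1-1 enzyme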
Target sequence (P78417 whole entry, looked up): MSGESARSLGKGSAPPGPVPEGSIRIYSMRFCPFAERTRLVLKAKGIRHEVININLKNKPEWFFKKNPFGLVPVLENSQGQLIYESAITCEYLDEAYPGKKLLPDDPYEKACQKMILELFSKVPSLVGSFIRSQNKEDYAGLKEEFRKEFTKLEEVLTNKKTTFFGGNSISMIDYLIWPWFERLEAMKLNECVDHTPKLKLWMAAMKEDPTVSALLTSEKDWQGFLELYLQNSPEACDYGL
* marks the source's active call; other numbers are inactive results; . = not tested or not shown. This is a subset; rates above refer to the full screens.

Values run as follows: LYPLA2 inh, PAD4 FP inh, pPAFAH FP inh, PAFAH1B3 inh, PME-1 primary, PREPL inh, PAFAH1B2 FP inh, LYPLA1 inh, GSTO1 inh
#1 N#Cc1nc(COc2cccc(Cl)c2)oc1NCc1ccncc1
    6, 2, 1, -2, 0, 14, 3, -1, 22
#2 CC[C@@]1(C(=O)OC)N[C@H](CN(C)C(=O)Nc2ccccc2)[C@@H]2C(=O)N(C)C(=O)[C@@H]21
    ., -1, -3, 0, ., 15, -1, ., .
#3 CCCC1(c2ccccc2)NC(=O)N(C/C=C/Cl)C1=O (configuration not stated)
    3, 0, 3, 1, -5, -16, 5, 2, -4
#4 FC(F)(F)c1cccc(Cc2noc(CN3CCC(c4ccncc4)CC3)n2)c1
    8, -1, 6, 5, 6, 8, 0, 1, 5
#5 c1ccc(-n2cc(CN3CCCC3)c(-c3ccc4c(c3)OCO4)n2)cc1
    2, 1, -3, 7, 1, 0, 0, 1, 10
#6 C[C@@H]1NC(=O)[C@H](CCCN=C(N)N)NC(=O)c2cc([N+](=O)[O-])cc(I)c2OCC[C@@H](C(=O)NC(CC(=O)O)C(N)=O)NC1=O (some centres not stated)
    -1, -3, -3, ., -1, 13, ., -1, -1
#7 O=C(NCc1cccs1)c1cccn2c(=O)c3sccc3nc12
    2, -6, 3, 4, 2, -15, 5, 1, 12
#8 CCOc1ccc2nc(NC(=O)C3CCCO3)sc2c1 (configuration not stated)
    0, -3, 1, 4, 2, -5, -2, 2, -8
#9 COc1ccccc1C(=O)NCCC(=O)NC1CCCCC1C (configuration not stated)
    -1, -1, -1, -2, -1, 1, 0, -2, 5
#10 C(=N\N=C\c1cccnc1)/c1cccnc1
    -1, 0, 6, 4, -3, -11, -3, -2, 2
#11 CCOc1ccc(Nc2oc(-c3ccco3)nc2C#N)cc1
    0, -6, 6, 2, 4, 13, 2, -2, -2
#12 O=c1c2ccccc2c(-c2n[nH]c(=S)o2)nn1Cc1ccccc1
    -3, -4, -3, 10, 9, 7, 3, 0, 3
#13 Cc1ccc(NC(=S)NCc2ccc3[nH]c4c(c3c2)CCCC4)cc1
    -6, 1, 5, -9, -2, 11, 5, -12, -7
#14 CCCCCC(=O)N1CC2(CC(c3cccc(NC(=O)CC(c4ccccc4)c4ccccc4)c3)=NO2)C[C@@H]1C(N)=O (some centres not stated)
    -27, 2, 1, 7, -8, 9, -6, -20, -15
#15 Cc1cc(-c2nnc(CCC(=O)NC(C)c3cccc4ccccc34)o2)no1 (configuration not stated)
    5, 1, 5, -5, -2, 1, 4, -1, -2
#16 CCCNC(=O)NC(=O)COC(=O)/C=C/c1cc(Br)ccc1F
    16, -3, 3, 11, 1, 1, 2, 6, 9
#17 CCC1Oc2ccccc2N(CC(=O)NC2CCCCC2)C1=O (configuration not stated)
    -2, 3, 1, 10, 0, 26, 1, -1, 16
#18 Cc1ccc(NC(=O)COc2ccccc2C(=O)NCc2ccccc2)cc1
    -3, -2, 7, 9, -6, 7, 3, -7, .
#19 C=CCNC(=O)NC(=O)COC(=O)c1ccccc1Sc1ccc(C(F)(F)F)cc1[N+](=O)[O-]
    -1, -4, 3, -3, 0, -6, 1, -3, 2
#20 CCc1nnc(SCc2ccc(OC)c(Br)c2)n1N
    3, 3, 1, 2, -3, 7, 1, -6, 8
#21 COC(=O)CC1C(=O)NC(C)=C1C(=O)OC (configuration not stated)
    -1, -1, 0, ., 2, -3, ., 3, -5
#22 CCC(C)C(NC(=O)C(N)CC(C)C)C(=O)NC(CCC(=O)OCc1ccccc1)C(N)=O (configuration not stated)
    3, -2, 2, -5, 1, 21, -3, 0, -6
#23 CC(C)Oc1ccc(C(=O)OC(C)C(=O)Nc2nc(-c3cccc([N+](=O)[O-])c3)cs2)cc1 (configuration not stated)
    2, 3, 0, 5, -3, 6, -3, -3, 3
#24 O=C(Cn1cnc2c(NCc3ccccc3)ncnc21)NCCCc1ccccc1
    ., -1, 9, 7, ., ., 8, ., .
#25 S=c1nc(-c2ccco2)[nH][nH]1
    1, 1, 5, 5, 2, -3, 1, 4, -6
#26 COc1ccc(OC)c(C(c2nnnn2Cc2ccccc2)N2CCC(C(N)=O)CC2)c1 (configuration not stated)
    -4, -4, 1, 7, 6, 7, 3, -6, 3
#27 COc1cc(/C=C/C(=O)N(C)c2ccccc2C(=O)O)cc(OC)c1OC
    1, 2, -2, 4, -8, 0, 1, -5, -1
#28 Nc1ccc2c(c1)C(=O)c1ccccc1C2=O
    3, -6, 0, -6, 5, 8, 2, 1, 23
#29 Cc1ccccc1CN1CCNC(=O)C1CC(=O)NCCN1CCCCC1=O (configuration not stated)
    4, 1, 2, -1, 1, 6, 5, 0, 2
#30 COc1ccc(N2CCN(CCCNS(=O)(=O)c3ccc4c(c3)oc(=O)n4C)CC2)cc1
    2, -6, -5, 5, -4, 13, 0, 4, 11
#31 COc1cc(CC(C#N)(CO)c2nc3ccccc3[nH]2)ccc1OC(F)F (configuration not stated)
    -2, -1, 7, 6, 1, 0, -2, -3, -4
#32 Cc1ccc2c(c1)N(CC(=O)NCC1CCCO1)C(=O)C(C(C)C)O2 (configuration not stated)
    12, 2, 8, 4, 1, 0, 1, 2, 1
#33 CC(=O)NC(CCS(C)(=O)=O)C(=O)Nc1ccc(Oc2ccccc2)cc1 (configuration not stated)
    0, -4, 5, -6, 7, -13, 4, -3, 5
#34 COC(=O)C(C)N(C#N)c1nc(C)cc(C)n1 (configuration not stated)
    -2, 0, -1, 6, -4, -2, 2, 0, 7
#35 NC(=O)c1ccsc1NC(=O)COC(=O)c1ccccn1
    -7, 0, 6, -5, -9, 10, -1, -3, .
#36 Cc1cccc(NC(=O)CCC(=O)N/N=C/c2ccc(O)cc2O)c1
    6, 0, 2, 4, 1, 7, 3, -1, 7
#37 COc1ccc(Cl)cc1NC(=O)c1cc(-c2ccccc2)on1
    -7, -1, -2, -1, -5, 5, 5, -1, 8
#38 O=C(CN1C(=O)CSC1=O)Nc1ccc(C(=O)O)cc1
    1, 0, -1, 7, -7, 8, -1, 0, -1
#39 CC1(C)O[C@@H]2[C@@H](CO[C@@]3(COS(N)(=O)=O)OC(C)(C)O[C@@H]23)O1
    6, -1, -4, ., 3, 12, ., 2, 4
#40 O=C(COc1ccc2ccccc2c1)N/N=C/C1CC=CCC1 (configuration not stated)
    2, 3, -3, 1, -6, -7, -2, -3, 3
#41 NC(=O)C1CCCN(C(=S)NCc2ccc3c(c2)OCO3)C1 (configuration not stated)
    7, -4, 5, 6, -1, 9, 0, 10, 4
#42 CC(C)c1c(C(=O)N/N=C/c2cccs2)nnn1-c1nonc1N
    2, 3, 4, 2, -8, 3, 3, 0, -2
#43 O=C(N/N=C/c1ccncc1)c1cc(-c2ccc(Br)s2)[nH]n1
    -18, -4, -12, 4, -70, -11, -4, -31, -42
#44 CCc1nnc(NC(=O)CCC2CCCCC2)s1
    9, -5, 10, -1, -5, 3, 8, 3, 4
#45 COc1cc2c(C(=O)N3CCN(c4cccc(Cl)c4)CC3)cn(C)c(=O)c2cc1OC
    -3, -10, -1, 3, -1, 10, -2, 0, -1
#46 O=C(O)CCCC(=O)Nc1ccn(-c2ccccc2)n1
    -8, 0, -13, 7, -11, -1, 9, -2, 3
#47 Cc1nnc(NC(=O)c2ccco2)s1
    9, 3, 11, 2, 1, 10, 4, 4, 6
#48 Cc1cccc(C)c1NC(=O)CN(C)C(=O)C(c1ccccc1)c1ccccc1
    6, -4, 3, -2, -1, -2, 3, 0, -4
#49 CN(C)S(=O)(=O)c1ccc(N2CCCC2)c(C(=O)NC2CCCCC2)c1
    -4, -2, 8, 12, -4, 10, 0, 1, 3
#50 O=C(Nc1ccc(Oc2ccc(NC(=O)Nc3ccccc3Cl)cc2)cc1)Nc1ccccc1Cl
    -5, -4, 1, 6, -7, -6, 2, -1, 0
#51 C/C(=N\NC(=O)Cc1ccccc1)c1cccs1
    -2, -1, 0, -5, -1, 12, 2, 1, 3
#52 Cc1ccccc1-c1nc2c(s1)CCc1onc(-c3ccc(Cl)cc3)c1-2
    -1, 5, -1, 11, -4, 14, 3, -5, 5
#53 CCOC(=O)c1ccc(N2CCN(c3ccccc3F)CC2)c(NC(=O)Nc2cccc(OC)c2)c1
    -19, -3, 26*, -22, 13, -3, -8, -9, -33
#54 O=C(/C=C/c1ccccc1)c1ccccn1
    -9, -21, 7, -2, -3, 17, 6, -3, 11
#55 COc1ccc(C(=O)O)c(OC)n1
    -4, 1, 2, 2, -1, 7, 1, -1, -12
#56 Cc1ccc(-c2nnc(SCC(=O)Nc3cccnc3Cl)n2N)cc1
    ., 0, -2, 15, ., -8, 11, ., .
#57 Cc1ccc(NC(=O)C(=O)NC2CCCCC2)cc1
    4, -3, 1, 5, 1, 0, 7, 0, 5
#58 CCOc1ccccc1CNC(=O)C1CCN(c2nn3c(=O)cc(C)nc3s2)CC1
    -6, -2, 1, 8, 11, 14, -1, -3, -6
#59 COC(=O)c1cc(C(=O)OC)cc(-n2c(C)cc(C(=O)COC(=O)CNS(=O)(=O)c3ccc(C)cc3)c2C)c1
    -4, -5, 11, -4, -10, -11, -6, 1, 1
#60 Cc1cccc(N2CCN(C(=O)c3nn(C)c4c3CS(=O)(=O)c3ccccc3-4)CC2C)c1 (configuration not stated)
    1, -5, 5, -8, -2, 1, -1, -1, -1

(listing goes on)
Values run as follows: LYPLA2 inh, PAD4 FP inh, pPAFAH FP inh, PAFAH1B3 inh, PME-1 primary, PREPL inh, PAFAH1B2 FP inh, LYPLA1 inh, GSTO1 inh
#61 CC(C)CCNC(=O)CN(C(=O)CCC(=O)Nc1nccs1)c1ccc2c(c1)OCCO2
    6, -2, 1, 3, 1, -2, 3, 2, 2
#62 CCOC(=O)c1cnc(Nc2ccccc2)nc1C(F)(F)F
    -9, 0, 3, 12, 3, -6, 4, -2, 4
#63 O=C1CCCCC1Oc1ccc2ccc(=O)oc2c1 (configuration not stated)
    0, 5, 6, 7, -9, -7, 6, -6, -2
#64 O=C(Oc1ccc(=O)n(-c2ccccc2)n1)c1ccccc1
    -2, 5, 6, 1, -9, 2, 3, 1, 6
#65 CCC(CC)NC(=O)COC(=O)c1ccc2c(c1)C(=O)N(Cc1ccco1)C2=O
    -2, -6, 20, 7, 0, 2, 3, -1, 5
